From PubChem BioAssay
TRb SRC2 PPI: qHTS for Inhibitors of the Interaction of Thyroid Hormone Receptor and Steroid Receptor Coregulator 2 | Potency, µM (doses to about 106 µM), for inactives: top-dose activity change, negative = inhibition, hits mostly inhibitors | TRbeta-SRC2 peptide binding, fluorescence polarization; receptor liganded with 1 µM T3 | Thyroid hormone receptor beta (Homo sapiens), P10828 | 280,000 tested, 0.065% active;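 note: plate controls were bound peptide for no effect and peptide without receptor for full effect; nearly all actives have a fitted effect of over 50% in size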
Target sequence (P10828 whole entry, looked up): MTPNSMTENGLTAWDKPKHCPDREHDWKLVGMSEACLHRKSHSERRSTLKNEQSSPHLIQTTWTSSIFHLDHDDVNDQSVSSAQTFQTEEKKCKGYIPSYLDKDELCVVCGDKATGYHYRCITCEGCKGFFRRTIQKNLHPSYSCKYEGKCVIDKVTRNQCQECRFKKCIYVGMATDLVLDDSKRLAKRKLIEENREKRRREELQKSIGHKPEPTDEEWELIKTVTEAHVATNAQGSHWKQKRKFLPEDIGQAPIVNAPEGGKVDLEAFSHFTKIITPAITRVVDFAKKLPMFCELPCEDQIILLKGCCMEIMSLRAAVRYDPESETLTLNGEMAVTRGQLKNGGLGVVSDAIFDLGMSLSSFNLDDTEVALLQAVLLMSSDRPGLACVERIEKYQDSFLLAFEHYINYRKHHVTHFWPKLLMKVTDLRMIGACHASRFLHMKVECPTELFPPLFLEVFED
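Decrease in fluorescence polarization of 20 nM Texas Red SRC2 coactivator peptide flagged inhibition of its binding to 0.6 uM TRb LBD; 1 uM T3 included, incubation 5 hr, ex 555/em 632 nm.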
Tau fluor cs: Counterscreen qHTS for Inhibitors of Tau Fibril Formation, Fluorescence Polarization. tau K18 P301L Alexa594 fluorescence, heparin fibrillization. Potency, µM (series often up to 57.7 µM), without a hit: at the top dose activity change, negative = decrease. 280,000 tested, 0.93% active; note: % is set by controls: 0 for no effect and ±100 for the full control effect; nearly all actives have a fitted effect of over 55% in size
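Human tau K18 P301L (15 uM unlabeled, 0.24 uM Alexa 594-labeled) in 100 mM sodium acetate pH 7 with 20 uM heparin, 6 hr at 37 C. ThT 30 uM added, 1 hr ambient; Alexa 594 FP and total fluorescence read at 555/632 nm.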
L3MBTL1 inh: qHTS Assay for the Inhibitors of L3MBTL1 | Lethal(3)malignant brain tumor-like protein 1 (Homo sapiens), Q9Y468 | AlphaScreen L3MBTL1–H3K9me1 peptide binding | Potency, µM (highest dose often 57.1 µM), without a hit: top-dose activity, negative = inhibition, most hits filed as inhibitors | 230,000 tested, 0.66% active | AID 485360, 2010; note: % is set by controls: 0 for no effect and ±100 for the full control effect; nearly all actives have a fitted effect of over 60% in size
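AlphaScreen assay: L3MBTL1 (50 nM final) was preincubated 30 min at room temperature with biotinylated H3(1-15)K9me1 peptide (75 nM final), then 30 min with library compounds; streptavidin donor and nickel chelate acceptor beads (10 ug/mL final) added, 30 min dark.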
Tau FP inhib: qHTS for Inhibitors of Tau Fibril Formation, Fluorescence Polarization; K18 P301L tau heparin fibrillization, Alexa594 FP, 6 h; Microtubule-associated protein tau (Homo sapiens), P10636; Potency, µM (highest dose often 57.7 µM), for inactives: at the highest dose activity, negative = inhibition, usual class: inhibitors; AID 1468, 2008; 280,000 tested, 0.39% active; note: % is set by controls: 0 for no effect and ±100 for the full control effect; nearly all actives have a fitted effect of over 55% in size
Target sequence (P10636 561-689 P618L limits assumed): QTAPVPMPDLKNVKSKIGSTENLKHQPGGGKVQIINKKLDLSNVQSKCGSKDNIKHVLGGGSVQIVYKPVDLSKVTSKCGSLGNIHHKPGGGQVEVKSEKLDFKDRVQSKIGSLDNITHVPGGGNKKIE
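Compound effects on tau fibrillization are measured by Alexa 594 fluorescence polarization (ex 555, em 632 nm). K18 P301L tau is used at 15 uM with 0.24 uM labeled tracer, and 20 uM heparin induces aggregation over 6 hr at 37 C.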
RECQ1 helicase: qHTS Assay for Inhibitors of RecQ-Like Dna Helicase 1 (RECQ1); ATP-dependent DNA helicase Q1 (Homo sapiens), P46063; RECQ1 DNA unwinding, red fluorescence kinetic read; Potency, µM (titrated, usually from 57.3 µM), inactives show at the highest dose activity, negative = inhibition, hits mostly inhibitors; 240,000 tested, 0.54% active; AID 2549, 2010;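 note: plate controls were vehicle for no effect and no enzyme for full effect; nearly all actives have a fitted effect of over 30% in size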
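50 nM RECQ1T1 preincubated 15 min with compound in Tris pH 8.0 buffer with MgCl2, DTT, Tween-20 and 2.5 ug/ml poly(dI-dC); started with 200 nM TAMRA/BHQ-2 forked duplex and 2 mM ATP. Unwinding read as fluorescence (525/598 nm), two reads 2 h apart.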
HTT cytoprotect: qHTS Multiplex Assay to Identify Dual Action Probes in a Cell Model of Huntington: Cytoprotection (ATP); PC12 HTT-Q103 induced, cytoprotection, ATP luminescence, 40 h; Potency, µM (highest dose often 56.4 µM), without a hit: cytoprotection (ATP increase), most hits filed as activators; 230,000 tested, 0.14% active; AID 1471, 2008;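 note: % of control where 0% means no effect; nearly all actives have a fitted effect of over 45% in size; toxic huntingtin expression switched on by the ecdysone agonist tebufenozide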
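Readout: ATPlite luminescence (ATP level). Model: stable PC12, inducible Htt exon1 Q103-GFP. Inducer: tebufenozide, 100 nM final. Compounds: dose series. No G418 in medium.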
Tau fibril ThT: qHTS for Inhibitors of Tau Fibril Formation, Thioflavin T Binding | recombinant tau K18 P301L (four-repeat tau fragment), heparin-induced fibrillization, ThT fluorescence | Potency, µM (highest dose often 57.4 µM), without a hit: top-dose activity, negative = inhibition, hits mostly inhibitors | 270,000 tested, 2.1% active | AID 1460, 2008; note: % is set by controls: 0 for no effect and ±100 for the full control effect; nearly all actives have a fitted effect of over 55% in size
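Heparin-induced (20 uM) aggregation of recombinant human K18 P301L tau, 15 uM unlabeled with 0.24 uM labeled, pH 7 acetate buffer, 6 hr at 37 C with compound. Fibrils quantified by 30 uM ThT fluorescence after 1 hr ambient incubation.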
TexasRed fluor: Total Fluorescence Counterscreen for Inhibitors of the Interaction of Thyroid Hormone Receptor and Steroid Receptor Coregulator 2 | TRb/SRC2 Texas Red total fluorescence interference | Potency, µM (titrated, usually from 106 µM), without a hit: at the highest dose fluorescence change, negative = quenching | 280,000 tested, 0.29% active | AID 1479, 2009; active = well fitted curve in either direction with a large enough effect; inconclusive = small, poorly fitted or top-dose-only effect; note: % is set by controls: 0 for no effect and ±100 for the full control effect
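Flags fluorescent or light-absorbing compounds by total fluorescence, S + 2P, at 555 nm excitation and 632 nm emission. Mixture: 20 nM Texas Red SRC2 peptide, 0.6 uM human TRb LBD, 1 uM T3, 5% DMSO; compound exposure 5 h at ambient temperature.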
Active calls of the source: *; i = inactive; ? = inconclusive; nt = no result given; & = joins results of further samples; [ ] = dose if it differs, or a comment. Unless noted, calls come from the whole dose curve; as a rule, active = well fitted curve in the direction sought with a large enough effect; inconclusive = small, poorly fitted or top-dose-only effect, or another doubt; inactive = no such curve, though single readings can be large; an effect the other way counts as inactive or inconclusive. Potency is the fitted concentration of half-maximal effect. This is a subset. The share of hits here may be higher or lower than overall.

Below each compound – TRb SRC2 PPI | Tau fluor cs | L3MBTL1 inh | Tau FP inhib | RECQ1 helicase | HTT cytoprotect | Tau fibril ThT | TexasRed fluor
- Cc1ccc(CSc2nc3ccccc3c(=O)n2CCCC(=O)NCc2ccco2)cc1
 : -2% | -10% | 4% | -12% | 5% | -26% | -2% | 2%
- Cc1ccc(OCCCC(=O)Nc2nccs2)cc1
 : -3% | -13% | -5% | -12% | 0% | -1% | -17% | -3%
- Cc1nc2nc(SCC(=O)c3ccccc3)[nH]c2cc1Br
 : 8% | -7% | nt | ? | -11% | 4%[10 µM] | nt | -1%
- Cn1ncc(N=Cc2ccccc2O)c1C(=O)N1CCOCC1
 : -5% | -10% | 6% | -15% | -2% | -3% | -9% | -2%
- CC(=O)c1ccc(NC(=S)Nc2ccc(N3CCOCC3)cc2)cc1
 : -10% | ? | -19% | -5% | -20% | -27% | ? | -2%
- COn1c(-c2ccc(Cl)cc2Cl)nc2ncccc21
 : 0% | 1% | ? | 5% | -2% | 8%[10 µM] | -3% | -4%
- CC(C)(C)N(NC(=O)OCc1ccccc1)C(=O)c1ccccc1Cl
 : -1% | 0% | 5% | 8% | -10% | nt | -7% | 3%
- COc1ccc(NC(=O)c2cc(-c3ccccc3O)no2)cc1
 : 1% | ? | nt | 13% | nt | nt | ? | -9%
- Cn1c(-c2sc(=S)n(-c3ccccc3)c2N)nc2ccccc21
 : 9% | -9% | 4% | ? | 0% | -23% | -5% | 1%
- Cc1ccc(CSCC(=O)N2CCN(c3cc(Cl)ccc3C)CC2)cc1
 : 0% | 4% | nt | 3% | nt | nt | -8% | -1%
- Clc1cccc(Cl)c1CSc1nnc(CN2CCOCC2)n1-c1ccccc1
 : -2% | -5% | nt | 3% | -9% | -33% | -4% | -1%
- O=C(COc1ccccc1)NN1C(=O)CSC1=S
 : 6% | -9% | 3% | -9% | -23% | -10% | ? | 1%
- Cc1ccc(-c2nn(CC(=O)NN3CCOCC3)c(=O)c3ccccc23)cc1
 : -6% | -10% | 0% | -13% | i | -9%[10 µM] | -2% | -9%
- N#C/C(=C\c1cccnc1)c1nc2c(s1)CCCC2
 : -6% | -1% | 13% | 5% | -11% | -36% | -17% | -8%
- CCCn1c(NCc2ccccn2)nc2ccccc21
 : 8% | 1% | -15% | 10% | -4% | -24%[10 µM] | -5% | -1%
- COc1cccc(NC(=O)CCc2nc(-c3cc(OC)c(OC)c(OC)c3)no2)c1
 : -1% | ? | nt | -8% | nt | nt | ? | -21%
- CCOc1ccccc1Nc1sc(C(=O)c2ccc(Cl)cc2)c(N)c1C(=O)NCCc1ccccc1
 : 6% | -30% | nt | -10% | nt | nt | ? | 1%
- COc1cc(NC(=O)c2cccc(C)c2)c(OC)cc1NC(=O)CN1CCOCC1
 : 7% | -11% | 6% | 10% | 0% | -15% | -11% | -3%
- COc1cc(OC)cc(-n2c(=O)c3sccc3n(Cc3ccc(F)cc3)c2=O)c1
 : 0% | 11% | nt | ? | nt | nt | 15% | ?
- Cc1cccc(C(=O)Nc2nnc(S(=O)(=O)N3c4ccccc4CC3C)s2)c1 (stereo unspecified)
 : 5% | -22% | nt | 0% | nt | nt | ? | -26%

Quoted from the listing for reference:
Below each compound – TRb SRC2 PPI | Tau fluor cs | L3MBTL1 inh | Tau FP inhib | RECQ1 helicase | HTT cytoprotect | Tau fibril ThT | TexasRed fluor
- Cc1ccc(CSCC(=O)N2CCN(c3cc(Cl)ccc3C)CC2)cc1
 : 0% | 4% | nt | 3% | nt | nt | -8% | -1%
- Clc1cccc(Cl)c1CSc1nnc(CN2CCOCC2)n1-c1ccccc1
 : -2% | -5% | nt | 3% | -9% | -33% | -4% | -1%
- O=C(COc1ccccc1)NN1C(=O)CSC1=S
 : 6% | -9% | 3% | -9% | -23% | -10% | ? | 1%
- Cc1ccc(-c2nn(CC(=O)NN3CCOCC3)c(=O)c3ccccc23)cc1
 : -6% | -10% | 0% | -13% | i | -9%[10 µM] | -2% | -9%
- N#C/C(=C\c1cccnc1)c1nc2c(s1)CCCC2
 : -6% | -1% | 13% | 5% | -11% | -36% | -17% | -8%
- CCCn1c(NCc2ccccn2)nc2ccccc21
 : 8% | 1% | -15% | 10% | -4% | -24%[10 µM] | -5% | -1%
- COc1cccc(NC(=O)CCc2nc(-c3cc(OC)c(OC)c(OC)c3)no2)c1
 : -1% | ? | nt | -8% | nt | nt | ? | -21%
- CCOc1ccccc1Nc1sc(C(=O)c2ccc(Cl)cc2)c(N)c1C(=O)NCCc1ccccc1
 : 6% | -30% | nt | -10% | nt | nt | ? | 1%
- COc1cc(NC(=O)c2cccc(C)c2)c(OC)cc1NC(=O)CN1CCOCC1
 : 7% | -11% | 6% | 10% | 0% | -15% | -11% | -3%
- COc1cc(OC)cc(-n2c(=O)c3sccc3n(Cc3ccc(F)cc3)c2=O)c1
 : 0% | 11% | nt | ? | nt | nt | 15% | ?
- Cc1cccc(C(=O)Nc2nnc(S(=O)(=O)N3c4ccccc4CC3C)s2)c1 (stereo unspecified)
 : 5% | -22% | nt | 0% | nt | nt | ? | -26%

New compounds follow
Below each compound – TRb SRC2 PPI | Tau fluor cs | L3MBTL1 inh | Tau FP inhib | RECQ1 helicase | HTT cytoprotect | Tau fibril ThT | TexasRed fluor
- CCCCOc1ccc(C2=NC(c3cccs3)=Nc3ccc(CC)cc3N2)cc1
 : -2% | ? | nt | -13% | nt | nt | ? | -1%
- COc1c(F)c(F)c(C(=O)Nc2cccc(Cl)c2N2CCOCC2)c(F)c1F
 : -17% | -9% | nt | -5% | i | -14%[0.074 µM] | 2% | 2%
- CN1C(=O)c2ccc(N3CCCC3)cc2C1=O
 : -3% | -3% | 43%[activator] | 8% | -11% | -18% | ? | 1%
- Cc1ccc(NC(=O)c2ccco2)c(NC(=O)Cc2cccs2)c1
 : 7% | -13% | nt | -1% | 13% | -6% | -20% | 0%
- Clc1ccc(OCCSc2ncccn2)cc1
 : 7% | -23% | nt | -17% | -1% | 13% | -17% | 0%
- N#CC(C#N)=Cc1ccc(NC(=O)c2ccc(Br)cc2)cc1
 : 2% | -24% | nt | ? | -5% | -5%[10 µM] | ? | -7%
- CC(C)c1ccc(S(=O)(=O)N2CCN(C(=O)c3cccc(F)c3)CC2)cc1
 : -6% | -4% | -1% | 4% | 0% | -13% | -5% | -3%
- C=CCN1C(=O)C2C(C(=O)NC)C3C=CC2(O3)C1C(=O)NCc1ccc(OC)cc1 (stereo unspecified)
 : -4% | 8% | 4% | 3% | -1% | -7%[10 µM] | 5% | -2%
- CCn1c(=O)c2sccc2n2c(CCCC(=O)N3CCN(c4ccc(OC)cc4)CC3)nnc12
 : 2% | -10% | nt | 1% | nt | nt | -6% | 0%
- COc1cccc(N2CCN(C(=O)c3nc4nc(C)cc(C)n4n3)CC2)c1
 : 4% | -3% | 7% | 3% | i | 1%[10 µM] | -3% | 0%
- Cc1ccc(S(=O)(=O)c2[nH]c(-c3ccccc3)nc2SCC(=O)O)cc1
 : -5% | 1% | nt | -1% | nt | nt | 4% | ?
- NS(=O)(=O)c1ccc2nc(NC(=O)COc3ccc(Cl)cc3Cl)sc2c1
 : -1% | ? | nt | ? | nt | nt | 5% | 0%
- COC(=O)C1=C(C(=O)c2ccccc2)C(c2ccc(OC)c(OC)c2)Nc2nnnn21 (stereo unspecified)
 : -10% | -2% | 3% | 10% | -7% | 10% | -10% | 0%
- CC(=O)c1cnc(Nc2cccc(C)c2)s1
 : 2% | -9% | nt | -2% | -6% | ? | -2% | 0%
- O=C(O)c1ccc(CNCc2ccccc2F)cc1
 : -6%[53 µM] | 5% | 26% | -1% | i | -15%[10 µM] | 8% | -3%[53 µM]
- COc1ccc(CN2C(=O)N(c3ccc(F)cc3)C(=O)C2CC(=O)Nc2cc(OC)cc(OC)c2)cc1 (stereo unspecified)
 : 9% | -25% | nt | -5% | nt | nt | -9% | -1%
- Cc1cccc(N(CC(=O)NC(C)(C)C)C(=O)CS(=O)CC(=O)Nc2ccc(F)cc2)c1 (stereo unspecified)
 : 1% | 9% | 8% | 5% | i | -3%[10 µM] | 5% | -2%
- O=C(CNCCCO)Nc1cc(C(F)(F)F)cc(NC(=O)CNCCCO)c1Cl
 : 2% | 6% | -1% | -5% | i | 0%[10 µM] | -1% | -3%
- COc1ccc(/C=C2/SC(=O)N(CC(O)Cn3c4ccccc4c4ccccc43)C2=O)cc1 (stereo unspecified)
 : 3% | 5% | -8% | ? | -2% | 6%[10 µM] | 4% | -2%
- COc1ccnc(Oc2ccc(F)cc2)c1C(=O)N/C=N/OCc1ccccc1
 : 4% | -13% | -18% | -9% | i | -38%[10 µM] | -7% | -2%
- COC(=O)c1ccc(C23CC4(C2)[C@H](CN(Cc2cccnc2)[C@@H]4c2ccccc2)C3c2ccc(C(F)(F)F)cc2)cc1 (stereo partly specified)
 : 2%&1% | -16%&17% | nt | -5%&-4% | -10% | -43%[inhibitor] | -17%&0% | -7%&-2%
- CCOC(=O)/C(=C/c1ccc(OC(=O)c2ccccc2)cc1)C(C)=O
 : -10% | 4% | -6% | 7% | 6% | nt | ? | -8%
